Bioassay records from PubChem.
PTHR1 agonist = activates the human parathyroid hormone receptor PTHR1; 410,000 compounds, 0.075% hits; Potency, µM (top dose mostly 115 µM), without a hit: top-dose activation, most hits filed as activators; Q03431; AID 743266; HEK293 GP2 PTHR1 cells, GloSensor cAMP luminescence, 1 h; note: potency is the fitted concentration of half-maximal effect; nearly all actives have a fitted effect of over 55% in size; some results filed as inactive show a strong effect at the top dose; inactives centre near -15; many of its hits are not listed in these tables
Target sequence (Q03431 whole entry, looked up): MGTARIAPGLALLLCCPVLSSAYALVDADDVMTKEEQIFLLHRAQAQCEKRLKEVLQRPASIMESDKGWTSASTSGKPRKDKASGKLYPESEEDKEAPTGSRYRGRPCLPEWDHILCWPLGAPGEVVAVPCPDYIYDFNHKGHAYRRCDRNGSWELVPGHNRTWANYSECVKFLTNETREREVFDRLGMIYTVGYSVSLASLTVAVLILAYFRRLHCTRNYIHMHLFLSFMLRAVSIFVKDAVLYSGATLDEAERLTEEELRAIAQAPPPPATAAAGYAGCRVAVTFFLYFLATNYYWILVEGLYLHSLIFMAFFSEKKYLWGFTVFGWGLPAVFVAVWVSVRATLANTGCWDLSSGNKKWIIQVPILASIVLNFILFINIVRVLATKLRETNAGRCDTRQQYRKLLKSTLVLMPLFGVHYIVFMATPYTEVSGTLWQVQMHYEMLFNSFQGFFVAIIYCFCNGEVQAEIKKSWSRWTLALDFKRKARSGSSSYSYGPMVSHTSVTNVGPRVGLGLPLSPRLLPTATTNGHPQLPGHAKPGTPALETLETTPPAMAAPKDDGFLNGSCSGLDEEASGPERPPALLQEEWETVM
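HEK-293-derived GP2 cells expressing PTHR1 and a GloSensor cAMP reporter, 3,000/well, plated overnight, given luciferin plus IBMX (each 0.5 mM as added) for 1 h at 37 °C, then compound for 1 h at 37 °C. Luminescence was read after 15 min at room temperature.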
GLP1R ag = activates the human GLP-1 receptor; AID 624172; HEK293 GLP-1R CRE-luciferase, luminescence, 4-6 h; cells express a hypersensitive GLP-1R form; Potency, µM (top dose mostly 45.6 µM), without a hit: at the highest dose activation, hits mostly activators; 380,000 compounds, 0.007% hits; note: potency is the fitted concentration of half-maximal effect; % of control where 0% means no effect
EPAC1 agonist = EPAC1 (human) agonism; O95398; EPAC1 agonist qHTS, biochemical assay; response scale: 100% = response to 6.5 mM cAMP; Potency, µM (doses to about 154 µM), inactives show at the highest dose activation, hits mostly activators; 360,000 compounds, 0.073% hits; AID 720707; note: potency is the fitted concentration of half-maximal effect; nearly all actives have a fitted effect of over 60% in size
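Nucleotide exchange by EPAC1 (100 nM) on Rap1B–BODIPY-GDP (250 nM) in the presence of 50 uM GDP is tracked fluorescently at 480/540 nm over 30 min. Signals are normalized to a 6.5 mM cAMP control.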
PLK1 PBD inh = PLK1 (human) polo-box domain binding inhibition | P53350 | Plk1 PBD binding of FITC phosphopeptide, fluorescence polarization | Potency, µM, inactives show max response, negative = inhibition, most hits filed as inhibitors | 360,000 compounds, 2.8% hits; note: potency is the fitted concentration of half-maximal effect; series mostly up to about 57 µM; % is set by controls: 0 for no effect and ±100 for the full control effect; nearly all actives have a fitted effect of over 65% in size
IL-2 act = IL-2 activation; 360,000 compounds, 0.065% hits; activation, % (series mostly up to about 46 µM); IL-2 activation reporter assay, cell-based qHTS; stimulated with anti-CD3/CD4/CD28 beads; in transgenic mouse T cells; in the data active = activation above about 50%; inconclusive = mostly about 30% to 49%; note: 0% is about no effect
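Unstimulated transgenic mouse T cells; 60-min compound exposure; bead-based TCR/CD4/CD28 stimulation; 18 h culture, 37 degrees C; dual fluorescence (EGFP, DsRed) plate cytometry.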
GLP1R inv ag = acts as inverse agonist at human GLP-1 receptor; P43220; HEK293 GLP-1R CRE-luciferase, luminescence, 24 h; GLP-1R form is constitutively active; Potency, µM (titrated, usually from 38.3 µM), for inactives: top-dose activity change, negative = inhibition, hits mostly inhibitors; 410,000 compounds, 1.6% hits; AID 624417; note: potency is the fitted concentration of half-maximal effect; % is set by controls: 0 for no effect and ±100 for the full control effect; nearly all actives have a fitted effect of over 55% in size
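Cells are plated, allowed 12 hours at 37 deg C, then treated with compounds for 24 hr before luciferase detection reagent is added and luminescence is read after 12 min at room temperature. The HEK293 line carries constitutively active GLP-1R with a cAMP-responsive reporter.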
EPAC1 antag = antagonists of human EPAC1. O95398. EPAC1 GEF assay, Rap1b-BODIPY-GDP exchange fluorescence. Potency, µM (titrated, usually from 115 µM), for the others: at the highest dose activity change, negative = inhibition, most hits filed as inhibitors. 360,000 compounds, 0.14% hits. AID 720709;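 note: potency is the fitted concentration of half-maximal effect; plate controls were vehicle for no effect and positive control for full effect; nearly all actives have a fitted effect of over 50% in size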
HEK293 tox = cytotoxicity counter-screen for GLP-1 receptor inverse agonists | Potency, µM (titrated, usually from 38.3 µM), inactives show at the top dose activity change, negative = inhibition, most hits filed as inhibitors | HEK293 cAMP-luciferase reporter cells, luminescence, 24 h | 410,000 compounds, 0.13% hits;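 note: loss of luciferase light is scored as toxicity; potency is the fitted concentration of half-maximal effect; % is set by controls: 0 for no effect and ±100 for the full control effect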
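Luminescence readout: signal drop marks cytotoxicity. Plated cells grew 12 h at 37 °C, 5% CO2, received 23 nL compound for 24 h, then got luciferase reagent, read after 12 min at RT.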
PI5P4K alpha inh = blocks human PI5P4K alpha kinase activity. P48426. PI5P4Kalpha enzyme, ADP-Glo luminescence, 60 min; hits give low values. max response, %. 330,000 compounds, 1.2% hits; active = max response of -50% or lower; inconclusive = between -30% and -50%; inactive = -30% or higher; note: value at the top dose of about 77 µM; % is set by controls: 0 for no effect and ±100 for the full control effect
Target sequence (P48426 whole entry, looked up): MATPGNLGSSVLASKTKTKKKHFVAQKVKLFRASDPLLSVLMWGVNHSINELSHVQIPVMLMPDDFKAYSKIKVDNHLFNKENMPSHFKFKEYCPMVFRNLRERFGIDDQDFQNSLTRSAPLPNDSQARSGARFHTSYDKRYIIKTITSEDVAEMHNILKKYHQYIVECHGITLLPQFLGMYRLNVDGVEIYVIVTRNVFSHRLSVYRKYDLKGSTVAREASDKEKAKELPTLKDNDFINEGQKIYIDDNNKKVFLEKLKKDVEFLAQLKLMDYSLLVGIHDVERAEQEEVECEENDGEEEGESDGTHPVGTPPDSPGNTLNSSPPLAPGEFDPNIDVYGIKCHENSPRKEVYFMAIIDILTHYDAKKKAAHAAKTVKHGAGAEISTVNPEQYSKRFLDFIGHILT
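ADP-Glo luminescence end-point read after a 60 min room-temperature kinase reaction of PI5P4Kalpha plus substrate, initiated with ATP at 5 microM final. Buffer: 0.038 M HEPES pH 7.4, EGTA, 0.1% CHAPS, 5% DMSO.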
Active calls of the source: *; i = inactive; ? = inconclusive; . = no result given; & = joins results of further samples; [ ] = another dose, or the depositor's remark. Unless noted, calls come from the whole dose curve; as a rule, active = well fitted curve in the direction sought with a large enough effect; inconclusive = small, poorly fitted or top-dose-only effect, or another doubt; inactive = no such curve, though single readings can be large; an effect the other way counts as inactive or inconclusive. The list is partial, so the mix of outcomes need not match the whole.

1) COc1ccc(C(=O)NC(=S)Nc2cccc3nc(C)ccc23)cc1OC
2) CCCCC(=O)Nc1ccccc1C(=O)N1CCOCC1
3) CC1N=C(SCC(=O)c2ccc(F)cc2)N2C(C)N=C(SCC(=O)c3ccc(F)cc3)N12 (stereo not given)
4) CCOC(=O)C(CC)n1cnc2c(oc3ccccc32)c1=O (stereo not given)
5) O=C(NCCOC(=O)c1ccc(C(=O)OCCNC(=O)c2ccccc2)o1)c1ccccc1
6) O=C(CN1C(=O)C(=O)N(CCC2=CCCCC2)C1=O)c1c[nH]c2ccccc12
7) N#Cc1cccc(NC(=O)COC(=O)c2ccc[n+]([O-])c2)c1
8) CC(=O)N(CN1C(=O)c2ccc([N+](=O)[O-])cc2C1=O)c1cccc(C(=O)O)c1
9) CCOC(=O)C1(CC2CC2)CCN(Cc2cn[nH]c2-c2cccc(F)c2)CC1
10) COc1ccc2c(c1)c(=O)oc1c(C)c(OC(C)C(=O)N[C@@H](Cc3c[nH]c4ccc(O)cc34)C(=O)O)ccc12 (stereo not given in full)
compound no.	1	2	3	4	5	6	7	8	9	10
PTHR1 agonist	-55%[inhibitor]	-25%	i	i	4%[57.5 µM]	-8%	0%	i	-2%	-10%
GLP1R ag	-2%	-4%	7%	7%	5%	-12%	-10%	0%	7%	3%
EPAC1 agonist	4%	0%	2%	-2%	1%	16%	15%	12%	-14%	-13%
PLK1 PBD inh	-16%	-10%	-12%	-2%	-11%	-3%	-12%	-8%	-8%	-7%
IL-2 act	-0.6	0.3	-3.1	8.0	-0.7	0.7	0.0	-0.3	-0.3	-0.1
GLP1R inv ag	10%	0%	-2%	-1%	-11%	?	1%	-11%	?	9%
EPAC1 antag	-6%	-6%	8%	2%	-4%	-26%	-3%	13%	-3%	?
HEK293 tox	0%	3%	-9%	1%	-11%	?	-3%	-5%	2%	2%
PI5P4K alpha inh	-10	1	?	-4	0	11	?	-8	-7	-16

11) CCOc1ccc(N(CC(=O)NC2CCCC2)C(=O)CCC(=O)Nc2nc(C)cs2)cc1
12) CCn1cc(S(=O)(=O)Nc2ncccn2)cn1
13) C=CCn1c(=O)c2ccccc2n2c(SCC(=O)/C(C#N)=C(\C)N)nnc12
14) C(=N\Nc1nc2ccccc2[nH]1)/c1ccccc1
15) Nc1nc(NCCO)nc(N2CCCCCC2)c1[N+](=O)[O-]
16) CCCCNC(=O)Nc1ncn[nH]1
17) N#Cc1ccc(NC(=O)Cn2cnc([N+](=O)[O-])c2)cc1
18) CN(C)C(CNC(=O)CCC(=O)c1ccc(Br)cc1)c1ccccc1 (stereo not given)
19) c1cc2c3c(cccc3c1)-c1cnccc1-2
20) COc1ccc(N2CCN(C(c3cccs3)C(C)NS(C)(=O)=O)CC2)cc1 (stereo not given)
compound no.	11	12	13	14	15	16	17	18	19	20
PTHR1 agonist	-10%	i	i	-37%[inhibitor]	-7%	i	i	i	i	8%
GLP1R ag	16%	-6%	7%&-9%	13%	5%	0%	6%	14%	18%	-3%
EPAC1 agonist	4%	15%	6%&5%	2%	-4%	-10%	1%	3%	11%	11%
PLK1 PBD inh	1%	-7%	-20%&-2%	-10%	2%	-3%	-4%	3%	5%	-7%
IL-2 act	0.1	-1.4	0.4&-1.0	-0.5	0.3	-3.1	1.7	-0.7	0.5	0.9
GLP1R inv ag	?	14%	29%&4%	-11%	8%	8%	-10%	?	1%	-3%
EPAC1 antag	-5%	4%	1%&-1%	2%	-4%	-16%	25%	-3%	-7%	-2%
HEK293 tox	-2%	-4%	-1%&-8%	?	2%	-18%	-2%	5%	-2%	13%
PI5P4K alpha inh	5	-5	?	0	-6	0	-1	-3	7	-10

21) Cc1sc(NC(=O)c2ccco2)c(CN2CCN(Cc3ccccc3)CC2)c1C
22) CC1(C)Cc2cccc(OCC(=O)OCC(=O)c3ccccc3)c2O1
23) COc1ccc(C(=O)N2CCCC(C(=O)N3CCCCCC3)C2)cc1 (stereo not given)
24) O=C(Nc1ccccn1)c1ccc(Br)s1
25) CC(=O)N1c2ccccc2C2(O)N=C(C)SC12 (stereo not given)
26) O=C(O)c1ccc(C(S(=O)(=O)c2ccccc2)S(=O)(=O)c2ccccc2)cc1
27) CCNC(=O)C1(C)CCCN(C(=O)c2c(C)noc2C)C1 (stereo not given)
28) c1coc(CN=C2NC(=NCc3ccco3)c3ccccc32)c1
29) O=C1NC(=O)C2(CCCc3ccc([N+](=O)[O-])cc32)N1 (stereo not given)
30) CCn1c(CNC(=O)c2cccc(C)c2)nnc1SCC(=O)NC1CCCCC1C (stereo not given)
compound no.	21	22	23	24	25	26	27	28	29	30
PTHR1 agonist	-13%	-57%[inhibitor]	i	-29%	-70%	i	-23%	-47%[inhibitor][57.5 µM]	i	i
GLP1R ag	19%	10%	-2%	-8%	-3%	-4%	1%	0%	-5%	2%
EPAC1 agonist	9%	1%	5%	0%	5%	-2%	-10%	0%	-7%	3%
PLK1 PBD inh	-3%	-12%	-8%	-6%	5.3µM*	4%	-1%	-4%	-6%	-2%
IL-2 act	-0.3	0.3	5.0	-0.6	1.5	0.2	0.5	-2.2	-1.6	-1.4
GLP1R inv ag	?	-14%	-15%	-9%	25%	11%	12%	-3%	10%	-19%
EPAC1 antag	4%	-8%	3%	0%	-4%	-3%	-5%	9%	0%	-14%
HEK293 tox	-7%	3%	-23%	5%	-11%	-4%	-1%	-20%	9%	13%
PI5P4K alpha inh	17	8	3	-8	?	1	-14	.	1	-3

Part of the list above, with two lines to a compound:
Values run as follows: PTHR1 agonist | GLP1R ag | EPAC1 agonist | PLK1 PBD inh | IL-2 act | GLP1R inv ag | EPAC1 antag | HEK293 tox | PI5P4K alpha inh
16	CCCCNC(=O)Nc1ncn[nH]1
 : i | 0% | -10% | -3% | -3.1 | 8% | -16% | -18% | 0
17	N#Cc1ccc(NC(=O)Cn2cnc([N+](=O)[O-])c2)cc1
 : i | 6% | 1% | -4% | 1.7 | -10% | 25% | -2% | -1
18	CN(C)C(CNC(=O)CCC(=O)c1ccc(Br)cc1)c1ccccc1 (stereo not given)
 : i | 14% | 3% | 3% | -0.7 | ? | -3% | 5% | -3
19	c1cc2c3c(cccc3c1)-c1cnccc1-2
 : i | 18% | 11% | 5% | 0.5 | 1% | -7% | -2% | 7

Next section
31) CCC(=O)Nc1ccc(OC)cc1OC
32) CCNc1nc(NCC)n2c(SCC(=O)Nc3c(C)cccc3C)nnc2n1
33) COc1ccccc1C(=O)NC1CCSc2ccccc21 (stereo not given)
34) Cc1cc(S(=O)(=O)NCCCN2CCOCC2)ccc1F
35) COc1ccc(-c2sc(Nc3ccccc3)n[n+]2-c2ccc(F)cc2)cc1Br
36) Cn1cc(C(=O)NCc2ccc(F)cc2)cn1
37) COc1ccc(-c2cc(C(=O)Nc3cc(OC)c(OC)c(OC)c3)no2)cc1
38) CCNC(=S)N1CCN(C(=O)C(Cc2ccccc2)NC(C)=O)CC1 (stereo not given)
39) COc1ccc(C2CC(=O)Oc3cc(OC)c(OC)c(OC)c32)cc1 (stereo not given)
40) O=C(NC(Cc1ccccc1)C(=O)O)/C(=C/c1ccco1)NC(=O)c1cccc([N+](=O)[O-])c1 (stereo not given)
compound no.	31	32	33	34	35	36	37	38	39	40
PTHR1 agonist	i	i	i	i	24%	6%	-21%	-9%	-17%	i
GLP1R ag	-1%	3%	-2%	-4%	5%	0%	2%	0%	6%	-1%
EPAC1 agonist	0%	0%	-8%	-7%	-12%	-8%	13%	3%	-3%	14%
PLK1 PBD inh	6.7µM*	-10%	1%	-4%	?	24µM*	1%	-2%	-3%	-11%
IL-2 act	3.1	2.0	-0.7	-0.1	0.4	-0.9	-0.2	-0.5	0.6	2.0
GLP1R inv ag	-2%	-1%	?	1%	-6%	-2%[7.66 µM]	-13%	1%	12%	-2%
EPAC1 antag	-3%	5%	-7%	12%	-4%	13%	12%	4%	-6%	-17%
HEK293 tox	-9%	3%	1%	2%	0%	-1%[7.66 µM]	-9%	3%	-5%	1%
PI5P4K alpha inh	?	-12	4	12	-7	1	0	5	0	9

41) Fc1ccc(-n2cc(-c3ccccc3)[n+]3c2SCC3)cc1
42) Cc1noc(C)c1C(=O)N1CCN(S(=O)(=O)c2ccc(F)cc2)CC1
43) CCOC(=O)c1c(C)c(C(=O)NCc2cccnc2)c(C)n1C
44) CC1SC(c2ccc(Cl)cc2Cl)NC1=O (stereo not given)
45) Brc1cccc(-c2nnc3sc(CN4CCCCC4)cn23)c1
compound no.	41	42	43	44	45
PTHR1 agonist	-9%	i	i	-58%[inhibitor]	i
GLP1R ag	-1%	-3%	-4%	22%	-2%
EPAC1 agonist	8%	-5%	2%	6%	8%
PLK1 PBD inh	-1%	2%	-7%	-22%	-9%
IL-2 act	0.9	1.9	-1.7	-1.5	-0.3
GLP1R inv ag	-13%	7%	0%	-27%	5%
EPAC1 antag	-21%	6%	15%	-29%	-1%
HEK293 tox	9%	-5%	-1%	59%	3%
PI5P4K alpha inh	0	-1	.	-3	.
